From PubChem BioAssay
FLuc counter: counter-screen for miR-21 project: firefly luciferase inhibitors or activators; P08659; purified FLuc, Km substrates, luminescence inhibition; Potency, µM (titrated, usually from 57.5 µM), without a hit: at the top dose activity change, negative = inhibition, usual class: inhibitors; 360,000 tested, 6.9% active; AID 588342; active = well fitted inhibition curve with a large enough effect; inconclusive = small, poorly fitted or top-dose-only effect;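 note: plate controls were vehicle for no effect and reference inhibitor for full effect; nearly all actives have a fitted effect of over 55% in size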
Target sequence (P08659 whole entry, looked up): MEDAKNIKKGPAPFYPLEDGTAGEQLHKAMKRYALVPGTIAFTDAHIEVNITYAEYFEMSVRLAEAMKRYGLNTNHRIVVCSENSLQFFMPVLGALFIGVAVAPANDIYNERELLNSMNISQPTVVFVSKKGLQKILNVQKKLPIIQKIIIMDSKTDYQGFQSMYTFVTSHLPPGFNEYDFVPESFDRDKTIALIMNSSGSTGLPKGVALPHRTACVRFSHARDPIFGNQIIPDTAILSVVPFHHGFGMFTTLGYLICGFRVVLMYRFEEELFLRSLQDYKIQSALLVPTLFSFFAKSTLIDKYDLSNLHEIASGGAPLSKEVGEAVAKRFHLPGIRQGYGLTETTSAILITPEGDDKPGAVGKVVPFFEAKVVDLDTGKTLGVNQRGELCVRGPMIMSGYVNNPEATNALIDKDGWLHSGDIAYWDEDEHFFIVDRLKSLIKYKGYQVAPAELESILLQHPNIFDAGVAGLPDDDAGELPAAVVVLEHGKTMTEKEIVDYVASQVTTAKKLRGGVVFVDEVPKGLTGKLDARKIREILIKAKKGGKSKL
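Purified P. pyralis luciferase, 10 nM final, with Km-level 10 uM D-luciferin and 10 uM ATP in 50 mM Tris acetate pH 7.5, 10 mM Mg acetate, 0.01% Tween-20, 0.05% BSA; 6-point qHTS titration about 60 µM downward; luminescence read.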
An asterisk follows results filed as active; ? = inconclusive. Potency is the fitted concentration of half-maximal effect. Some of the compounds tested. The share of hits here may be higher or lower than overall.

SMILES | FLuc counter
Cc1cc(C)cc(NC(=O)Cn2cc(C(=O)C3CCCCC3)c3ccccc32)c1 | 1%
CCOC(=O)c1ccc(CN(Cc2ccc(C)cc2)S(=O)(=O)c2ccc(F)c(C(=O)Nc3ccc(C)c(F)c3)c2)cc1 | 2%
CC(C)NC(=O)c1nn(-c2ccccc2F)nc1CO | -3%
O=C(/C=C/c1ccc(F)cc1)Nc1nc2n(n1)C(c1ccc(Cl)cc1)C=C(c1ccccc1)N2 (centres undefined) | 1%
O=C(CCS(=O)(=O)c1cc(Br)cc2c1N(C(=O)C1CC1)CC2)N1CCN(c2cccc(Cl)c2)CC1 | -10%
CCc1cccc(C)c1NC(=O)CN1C(=O)c2c(c3ccccc3n2C)C1c1ccc(OC)cc1 (centres undefined) | -2%
O=S(=O)(c1ccc(Cl)cc1)N1CCC(c2ccncc2)CC1 | -3%
O=C(Nc1ccc(Br)cc1)c1cc(-c2cccs2)nc2ccccc12 | 3%
CCc1sc(Nc2cccc(Cl)c2)nc1-c1cc2cccc(OC)c2oc1=O | -3%
CSc1cccc(NC(=O)C2CCN(S(=O)(=O)c3ccc4c(c3)CCCN4C(=O)C3CCC3)CC2)c1 | -8%
COc1ccc(-c2nc3ccccc3o2)cc1NC(=O)c1cc(Br)ccc1OC | 1%
CC(C)c1ccc(-c2noc(SCC(=O)N3CCN(c4ccc(F)cc4)CC3)n2)cc1 | -14%
Cc1cc(N2CCN(C)CC2)nc2ccc(NC(=O)Nc3ccc(Cl)cc3)cc12 | ?
CCCCN1C(=O)c2[nH]nc(-c3ccccc3O)c2C1c1ccc(OCc2ccccc2)c(OC)c1 (centres undefined) | 0%
Cc1cccc(C(=O)Nc2ccc(C(=O)OCc3cc(=O)n4nc(C5CC5)sc4n3)cc2)c1 | -9%
CC1=C(C(=O)OC2CCCC2)C(c2ccccc2Cl)CC(=O)N1 (centres undefined) | -3%
CCc1ccccc1N(C)C(=O)C1CCCN(c2ncnc3c2nc2n3CCCCC2)C1 (centres undefined) | -3%
CCOc1ccc(OCC)c(NS(=O)(=O)c2c(C)[nH]c(=O)[nH]c2=O)c1 | -14%
Cc1ccc(CSCCC(=O)NCc2ccc(F)cc2Cl)cc1 | ?
CCCSc1ncc(Cl)c(C(=O)Nc2scc(-c3ccc(C)cc3)c2C(=O)OCC)n1 | 2%
CCOC(=O)N1CCC2(CC1)OC(=O)C(C)=C2C(=O)NCc1cccc(F)c1 | -1%
CC(=O)Nc1ccc(NS(=O)(=O)c2c(C)nc3sccn3c2=O)cc1 | 0%
Cc1ccc(CCNC(=O)C2COc3ccccc3C2)cc1 (centres undefined) | -6%
COc1ccccc1NC(=O)Cn1c(=O)c(CNc2ccccc2)cc2cc(OC)c(OC)cc21 | -7%
CCOC(=O)c1cccc(NC(=O)CCc2c(C)nc3c4cccnc4nn3c2C)c1 | -2%
COc1ccccc1N1CCN(C(=O)c2cc(CC(C)C)on2)CC1 | -2%
CCCn1c2ccccc2c2cnn(CC(=O)N3CCCC(C)C3)c(=O)c21 (centres undefined) | 3%
CCC(=O)Nc1nnc(SCc2cc(=O)c3cc(C)ccc3[nH]2)s1 | -2%
O=C(COc1ccc(F)cc1)Nc1nnc(SCc2cc(=O)n3ccccc3n2)s1 | -13%
CCN(CC)C(=O)c1sc2c(c1C)c(=O)n(Cc1ccccc1)c(=O)n2CC(=O)Nc1ccc(OC)cc1 | 0%
Cc1cccc(NC(=O)C2CCN(S(=O)(=O)c3ccc4c(c3)CCCN4C(=O)C3CCC3)CC2)c1 | -7%
COc1cccc(C(c2sc3nc(-c4ccco4)nn3c2O)N2CCC3(CC2)OCCO3)c1 (centres undefined) | -19%
CC(NC(=O)CSc1n[nH]c(-c2ccccc2Cl)n1)c1nc2ccccc2n1C (centres undefined) | -9%
CCc1ccccc1OCCSc1nc(-c2cccs2)nc2cc(=O)[nH]n12 | ?
CN1CCN(C(=O)c2cnn(-c3ccccc3)c2C2CCN(C(=O)OC(C)(C)C)CC2)CC1 | -8%
COc1ccccc1N1CCN(c2nc3ccc(C)cc3n3nnnc23)CC1 | -3%
CCOc1ccccc1/C=C/c1onc(C)c1S(=O)(=O)N1CCC(C(=O)N2CCCCC2)CC1 | 2%
COC(=O)c1c(NC(=O)COc2cccc(C(F)(F)F)c2)sc2c1CCCC2 | 0%
COc1ccc(C2=NC3(CCCCCC3)N(CC(=O)Nc3ccc(C)c(C)c3)C2=O)cc1 | 1%
COc1ccc(NC(=O)c2sc3nc(C)c(C(=O)Nc4ccc(Cl)cc4)c(-c4ccc(Br)cc4)c3c2N)cc1 | -6%
CCOc1cccc2cc(-c3nc4sc5c(c4c(=O)[nH]3)CCC(C(C)(C)C)C5)c(=O)oc12 (centres undefined) | ?
CC(=O)Nc1ccc(-n2cc3c(c2-c2ccc(C)cc2)c(=O)n(C)c(=O)n3C)cc1 | ?
CCN1CCN(C(=O)Cn2c(-c3cccs3)cc3cc(Cl)ccc32)CC1 | -6%
COc1ccccc1CNC(=O)CCCn1nc(C)c2sc3ccccc3c2c1=O | ?
CCOc1ccc(Sc2cc(C(=O)NCCc3ccc(OC)c(OC)c3)c3ccccc3n2)cc1 | -2%

Of the compounds above, these have a tert-butyl group:
SMILES | FLuc counter
CN1CCN(C(=O)c2cnn(-c3ccccc3)c2C2CCN(C(=O)OC(C)(C)C)CC2)CC1 | -8%
CCOc1cccc2cc(-c3nc4sc5c(c4c(=O)[nH]3)CCC(C(C)(C)C)C5)c(=O)oc12 (centres undefined) | ?

Four records drawn at random from the list so far, as already listed:
SMILES | FLuc counter
Cc1cccc(NC(=O)C2CCN(S(=O)(=O)c3ccc4c(c3)CCCN4C(=O)C3CCC3)CC2)c1 | -7%
CN1CCN(C(=O)c2cnn(-c3ccccc3)c2C2CCN(C(=O)OC(C)(C)C)CC2)CC1 | -8%
COc1ccccc1CNC(=O)CCCn1nc(C)c2sc3ccccc3c2c1=O | ?
CCOc1ccc(Sc2cc(C(=O)NCCc3ccc(OC)c(OC)c3)c3ccccc3n2)cc1 | -2%

Remaining list, next part.
SMILES | FLuc counter
O=C(Nc1ccc(C(=O)OCc2cc(=O)n3nc(C4CC4)sc3n2)cc1)c1ccc(F)cc1 | 0%
CC(C)(C)C(=O)NCCc1csc2nc(-c3ccc(F)cc3)nn12 | 3%
COc1ccccc1N1CCN(C(=O)c2cc(-c3ccc(C)c(F)c3)on2)CC1 | -16%
CCc1nn(CC(=O)NCc2ccco2)c(=O)c2cc3cc(F)ccc3n12 | -2%
O=C(NCc1ccc(F)cc1)c1ccc2c(O)c(S(=O)(=O)c3ccccc3)c(=O)[nH]c2c1 | ?
CC(C)CCN(Cc1ccco1)C(=O)Cn1ncc2c([nH]c3ccccc32)c1=O | -18%
COc1ccc(/C=C(\C#N)c2nc3ccccc3n2C)c(OC)c1 | 24µM*
O=C(NCc1cccc(Cl)c1)c1cc2ccc3cccnc3c2[nH]1 | -6%
CCOC(=O)N1CCc2c(sc3c2c(=O)n(Cc2ccccc2)c(=O)n3CC(=O)Nc2c(C)cccc2C)C1 | -3%
COc1ccccc1-c1nc2c(c(SCC(=O)Nc3ccccc3F)n1)Cc1c(CO)cnc(C)c1O2 | 4%
COc1ccc2[nH]cc(CCNC(=O)c3cnn(-c4ccc(C)cc4)c3C3CCN(C(=O)OC(C)(C)C)CC3)c2c1 | -2%
COC(=O)c1sc(-c2ccccc2)cc1NC(=O)c1cccc(F)c1 | 3%
CCC(C)(C)NS(=O)(=O)c1cc(-c2cc(C)no2)ccc1C | -13%
CCc1cccc(NC(=O)C(c2ccccc2)N2Cc3ccccc3C2=O)c1 (centres undefined) | -10%
CCN(c1ccccc1)S(=O)(=O)c1nnc(NC(=O)c2cccs2)s1 | 0.34µM*

Ordered by molecular weight (low to high): four of the compounds above
SMILES | FLuc counter
CCc1nn(CC(=O)NCc2ccco2)c(=O)c2cc3cc(F)ccc3n12 | -2%
CCc1cccc(NC(=O)C(c2ccccc2)N2Cc3ccccc3C2=O)c1 (centres undefined) | -10%
COc1ccccc1N1CCN(C(=O)c2cc(-c3ccc(C)c(F)c3)on2)CC1 | -16%
O=C(NCc1ccc(F)cc1)c1ccc2c(O)c(S(=O)(=O)c3ccccc3)c(=O)[nH]c2c1 | ?

(cont.)
SMILES | FLuc counter
COC(=O)c1c(-c2cccs2)csc1NC(=O)COc1ccc(C(C)C)cc1 | ?
CCOC(=O)c1c(-c2ccccc2)csc1NC(=O)c1cc(-c2ccc(C)c(F)c2)on1 | -8%
CCc1nnc(SCc2nc(-c3cccc(C)c3)oc2C)c2cc3sc(C)cc3n12 | -1%
O=C(NCc1ccc(F)cc1)c1ccc(CS(=O)Cc2ccc(Cl)cc2)o1 (centres undefined) | -9%
COC(=O)c1cc(C)nc2c1c(=O)nc(SCc1ccccc1F)n2C1CC1 | -2%
COc1ccccc1-c1cc(C(=O)Nc2c(C)nn(Cc3ccc(Cl)cc3)c2C)no1 | -6%
CCOC(=O)c1cc(-c2ccc(OC)cc2)n(CCC(=O)NCCc2ccc(OCC)c(OCC)c2)c1C | -1%
CCC(=O)N1CCc2cc(S(=O)(=O)NC(C(=O)NCc3ccc(OC)cc3)C(C)C)ccc21 (centres undefined) | -5%
O=C(CCc1ccccc1)NCc1nc2cccnc2n1Cc1ccc(F)cc1 | 0%
Cc1ccc(CNC(=O)Cn2c(=O)cc(C)c3c(C)nn(-c4cccc(F)c4)c32)cc1 | -1%
O=C(CSC1=Nc2ccccc2C2=NC(CC(=O)NC3CCCCC3)C(=O)N12)Nc1ccc(F)cc1 (centres undefined) | -13%
O=C(Nc1cccc(C(=O)OCc2cc(=O)n3nc(C4CC4)sc3n2)c1)c1ccc(F)cc1 | -5%
CCOc1ccc(NC(=O)c2nc3nc(C)cc(C(F)F)n3n2)cc1 | -10%
CCSc1ncc(Cl)c(C(=O)Nc2sc(C(C)=O)c(C)c2C(=O)OC)n1 | 4%
Cc1nn2c(=O)cc(COC(=O)c3ccc(NC(=O)CCc4ccccc4)cc3)nc2s1 | -4%
COc1cccc(CNC(=O)CCn2c(=O)c3cccn3c3cccnc32)c1OC | 6%
Cc1ccccc1NC(=O)Cn1c(=O)n(CCCCCC(=O)NCc2ccccc2Cl)c(=O)c2sccc21 | -7%
COc1ccc(OC)c(NC(=O)c2c(NCc3ccc(N(C)C)cc3)sc3c2CCCC3)c1 | 2%
COc1ccc(-c2csc3nc(-c4ccccc4C)oc(=O)c23)cc1OC | -2%
Fc1ccc(-n2ncc3c(N4CCN(c5ccccc5F)CC4)ncnc32)cc1 | -4%
COc1ccccc1N1CCN(c2ncnc3c2c(-c2ccccc2)cn3-c2cccc(C)c2)CC1 | 1%
Cc1ccc(CNC(=O)Cn2nc(C)n3cccc3c2=O)cc1 | -1%
CCc1ccc(NC(=O)Cn2c(=O)n(Cc3ccco3)c(=O)c3oc4ccccc4c32)cc1 | -1%
Cc1cn2c(=O)c(S(=O)(=O)NCc3ccc(F)cc3)c(C)nc2s1 | 6%
COc1cc(NC(=O)C(CCS(C)(=O)=O)N2Cc3ccccc3C2=O)cc(OC)c1OC (centres undefined) | -9%
CCOC(=O)c1c(C)[nH]c(CCC(=O)Nc2ccc(Cl)cc2C)c1C | -2%
Fc1ccc(-n2nc(-c3ccccc3)c3cnc4ccccc4c32)cc1Cl | 2%
CCOc1ccccc1NC(=O)Nc1nnc(N2CCCCCC2)s1 | 15µM*
CCCCOC(=O)c1ccc(NC(=O)c2csnn2)cc1 | -4%
COc1cccc(NC(=O)CSc2nnc3scc(-c4ccc(Cl)cc4)n23)c1 | -10%
CN(c1ncnc2c1c(-c1ccccc1)cn2-c1cccc(Cl)c1)C1CCCCC1 | 0%
COc1cc(NC(=O)COCc2cc(-c3ccc4c(c3)OCO4)on2)c(OC)cc1Cl | -14%
CCOC(=O)C1=C(C)N=C2SCCC(=O)N2C1c1ccc(OCc2ccccc2)cc1 (centres undefined) | -4%
O=C(CN1CCCN(Cc2ccc(F)cc2)S1(=O)=O)NCc1ccccc1Cl | 3%
CCOC(=O)c1c(C)[nH]c(CCC(=O)NCc2ccccc2Cl)c1C | -10%
O=C(c1ccccc1Cl)n1nc(-c2ccco2)nc1NCc1cccs1 | -6%
CCN1CCN(C(=O)c2cnn(-c3cccc(Cl)c3)c2C2CCN(C(=O)OC(C)(C)C)CC2)CC1 | -6%
O=C(COc1ccccc1F)Nc1ccc2oc(-c3cccc(Cl)c3)nc2c1 | -3%
CC(C)(C)OC(=O)N1CCC(c2c(C(=O)N3CCN(c4ncccn4)CC3)cnn2-c2cccc(F)c2)CC1 | 0%
Cc1ccc(-c2cn3c(n2)sc2cc(C(=O)NC4CCCCC4)ccc23)cc1 | 0%
CCN(CCCNC(=O)c1cc2c(=O)[nH]c3ccc(C)cc3c2s1)c1ccc(C)cc1 | -1%
Cc1ccc(SCC(=O)Nc2cccc(-c3nc4cc(Cl)ccc4o3)c2C)cc1 | ?
COCCCNC(=O)CCC(=O)N1Cc2ccccc2Oc2ncccc21 | 2%
CC(=O)c1cccc(NC(=O)c2oc(=O)c3ccccc3c2-c2ccccc2)c1 | -9%
CCCN(C(=O)Cn1nc(Cc2ccncc2)c2ccccc2c1=O)c1ccccc1C | 0%

Shown comma-delimited: 3 of the compounds above.
Molecule,FLuc counter
CCN(CCCNC(=O)c1cc2c(=O)[nH]c3ccc(C)cc3c2s1)c1ccc(C)cc1,-1%
Cc1ccc(SCC(=O)Nc2cccc(-c3nc4cc(Cl)ccc4o3)c2C)cc1,?
COCCCNC(=O)CCC(=O)N1Cc2ccccc2Oc2ncccc21,2%

New compounds follow.
SMILES | FLuc counter
Cc1ccc(OCC(=O)Nc2ccc(C(=O)OCc3cc(=O)n4nc(C5CC5)sc4n3)cc2)cc1 | 0%
CCN(CC)c1ccc(NC(=O)CN(C)S(=O)(=O)c2cccc3nsnc23)c(C)c1 | -13%
COc1ccccc1C(=O)NCc1ccc2c(c1)CCN2C(=O)c1ccncc1 | -1%
COc1cccc(Cn2c(=O)cc(C)c3c(C)nn(-c4ccc(C)cc4)c32)c1 | 2%
CCC(C)NC(=O)Cn1ncc2c([nH]c3ccc(C)cc32)c1=O (centres undefined) | -2%
